BoNT-F LC inh: BoNT F light chain protease inhibition | Multiplex microsphere protease cleavage assay, flow cytometry | inhibition, % at 10 µM | hit rate 0.22% among 360,000 | AID 588497; in the data active = inhibition above about 35%, passing the limit was not always enough; also: plate controls were buffer without enzyme for full effect and enzyme alone for no effect
GDH-TPI counter: inhibits GDH-TPI coupling enzymes, artifact for Mtb FBA screen | GDH-TPI coupled enzyme counterscreen, NADH absorbance | inhibition, % at 4.8 µM | hit rate 1.2% among 360,000;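 also: 0% = DMSO wells and 100% = wells lacking the enzyme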
FBA Mtb inh: Mtb fructose-bisphosphate aldolase inhibition; P9WQA3; purified M. tuberculosis FBA, fluorescence read-out; inhibition, % at 1 µM; hit rate 2.3% among 360,000; AID 588726; in the data active = inhibition above about 27%;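 also: 0% = vehicle and 100% = reference inhibitor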
CCHF vOTU inh: blocks the CCHF virus ovarian tumor domain protease; CCHFV vOTU protease, Pep-AMC fluorescence; inhibition, % at 11.5 µM; hit rate 0.55% among 370,000; AID 651958; also: 0% = vehicle wells with enzyme and 100% = no enzyme wells
DUSP3 inh: inhibitors of human VHR1 phosphatase (DUSP3). inhibition, % at 13.3 µM. AID 1654. P51452. hit rate 0.52% among 290,000. recombinant VHR phosphatase, pNPP absorbance; in the data active = inhibition above about 50%; also: some compounds called inactive have numbers as strong as hits
Target sequence (P51452 whole entry, looked up): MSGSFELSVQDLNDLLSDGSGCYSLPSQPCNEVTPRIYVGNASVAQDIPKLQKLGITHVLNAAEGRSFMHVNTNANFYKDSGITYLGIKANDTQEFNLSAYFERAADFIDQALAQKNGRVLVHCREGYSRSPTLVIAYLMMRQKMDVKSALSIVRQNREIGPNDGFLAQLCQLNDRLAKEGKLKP
Mtb BioA inh: inhibitors of Mycobacterium tuberculosis BioA enzyme | purified M. tuberculosis BioA enzyme, plate reader | inhibition, % at 9.99 µM | hit rate 0.096% among 360,000; in the data active = inhibition above about 40%
FadD28 binding: inhibitors of Mycobacterium tuberculosis FadD28 bisubstrate binding; FadD28 bisubstrate probe binding, fluorescence polarization; inhibition, % at 12.5 µM; hit rate 0.22% among 360,000; AID 588549; in the data active = inhibition above about 8.5%, passing the limit was not always enough
Rv3671c inh: inhibits the M. tuberculosis serine protease Rv3671c; AID 2606; inhibition, % at 5.96 µM; hit rate 0.048% among 320,000; P9WHR9; in the data active = inhibition above about 38%;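 also: extracellular domain of Rv3671c used as enzyme; 0% = enzyme with DMSO and 100% = no enzyme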
Target sequence (P9WHR9 whole entry, looked up, the tested form may be a part): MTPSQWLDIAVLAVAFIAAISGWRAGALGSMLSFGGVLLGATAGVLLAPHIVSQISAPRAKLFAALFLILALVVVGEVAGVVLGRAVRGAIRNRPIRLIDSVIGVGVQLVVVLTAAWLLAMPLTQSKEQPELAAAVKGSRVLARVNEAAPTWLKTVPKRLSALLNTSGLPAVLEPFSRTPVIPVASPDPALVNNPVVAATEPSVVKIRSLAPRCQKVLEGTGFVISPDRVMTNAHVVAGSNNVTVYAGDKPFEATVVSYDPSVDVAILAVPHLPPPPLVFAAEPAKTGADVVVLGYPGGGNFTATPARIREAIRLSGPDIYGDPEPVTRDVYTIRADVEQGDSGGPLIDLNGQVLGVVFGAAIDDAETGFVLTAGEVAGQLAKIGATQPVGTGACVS
MazF activator: increases E. coli MazEF RNase cleavage of RNA | activation, % at 20 µM | AID 504720 | hit rate 0.32% among 350,000 | P0AE70 | FAM/BHQ RNA-DNA oligo cleavage fluorescence, 5 h; in the data active = activation above about 50%
Mtb UGM inh: inhibitors of M. tuberculosis UDP-galactopyranose mutase. P9WIQ1. inhibition, % at 10 µM. AID 504406. hit rate 0.06% among 320,000. purified UGM, fluorescence polarization probe displacement; in the data active = inhibition above about 10%, passing the limit was not always enough
Target sequence (P9WIQ1 whole entry, looked up): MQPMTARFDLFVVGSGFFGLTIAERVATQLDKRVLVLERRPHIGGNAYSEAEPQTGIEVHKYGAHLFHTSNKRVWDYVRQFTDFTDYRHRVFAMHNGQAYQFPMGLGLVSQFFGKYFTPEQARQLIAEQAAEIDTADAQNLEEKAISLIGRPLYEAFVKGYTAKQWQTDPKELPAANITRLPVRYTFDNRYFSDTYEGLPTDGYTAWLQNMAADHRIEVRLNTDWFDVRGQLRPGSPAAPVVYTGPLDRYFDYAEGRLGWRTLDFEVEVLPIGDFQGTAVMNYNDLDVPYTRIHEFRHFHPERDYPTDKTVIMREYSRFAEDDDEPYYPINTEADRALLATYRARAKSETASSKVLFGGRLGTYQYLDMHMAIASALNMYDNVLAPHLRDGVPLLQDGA
Numbers without * were called inactive; · = not tested or not shown. Rule as the data show it, unless noted: active = inhibition above about 30%; inactive = the rest.

entry | Structure | BoNT-F LC inh | GDH-TPI counter | FBA Mtb inh | CCHF vOTU inh | DUSP3 inh | Mtb BioA inh | FadD28 binding | Rv3671c inh | MazF activator | Mtb UGM inh
1 | C=C1C(C(=O)Nc2ccc(F)cc2)C1C(=O)Nc1ccc(F)cc1 (stereo not given) | -4 | 5 | 2 | 4 | 20 | · | -2.2 | -3 | 4 | 0.6
2 | CCOc1cc(/C=C(\C#N)C(=O)Nc2ccc(S(N)(=O)=O)cc2)ccc1OCCN1CCOCC1 | 8 | -2 | -4 | 11 | 24 | 1.5 | -4.5 | -8 | 3 | -1.4
3 | CCOC(=O)Cc1csc(N)n1 | 0 | 8 | -1 | 10 | 15 | -1.7 | -1.5 | 0 | 0 | 0.1
4 | COc1cccc(NS(=O)(=O)c2ccc3[nH]cc(C(=O)NC4CC4)c(=O)c3c2)c1 | 16 | 13 | -1 | 9 | -9 | -0.6 | -21 | · | 12 | ·
5 | O=C(CC12CC3CC(CC(Br)(C3)C1)C2)OCCN1CCCCC1 | -4 | -6 | 1 | -9 | 23 | · | -1.7 | 4 | -4 | -2.0
6 | Cc1cc(C)nc(NN2C(=O)/C(=C/c3ccc(O)cc3)SC2=S)n1 | 0 | 11 | -14 | · | 28 | -1.4 | -0.3 | -20 | -256 | -5.6
7 | CCOC(=O)C(NC(C)=O)(OCc1ccccc1)C(F)(F)F (stereo not given) | 1 | 0 | -1 | 0 | 39 | -1.4 | -2.5 | 13 | 4 | -2.2
8 | CC1CCN(C(=O)CN2C(=O)C(C)(C)Oc3ccc(C(=O)NC(C)C)cc32)CC1 | 6 | 0 | 0 | 5 | 5 | 0.1 | · | -4 | 11 | 3.2
9 | COc1ccc(C(=O)NNC(=S)NC(=O)c2cccs2)cc1 | 4 | 10 | -4 | 9 | 16 | -3.5 | -1.6 | 2 | 7 | 3.2
10 | CSCCC(NC(=O)COc1ccccc1)C(=O)N(C)CC(=O)Nc1c(C)cccc1C (stereo not given) | 1 | -4 | 1 | -12 | · | -1.1 | -2.3 | 3 | 6 | -1.2
11 | N#Cc1cc(C(=O)c2cc(Br)ccc2O)cn(C2CCCCC2)c1=O | -5 | 20 | 2 | 11 | 4 | -2.4 | 0.0 | -17 | -17 | -1.6
12 | O=C(Cn1cnc2ccccc2c1=O)NCc1ccco1 | -7 | 4 | 3 | -21 | -3 | -2.6 | 0.0 | -3 | -3 | 0.4
13 | CC(C)Cc1nc(SCc2cccnc2)c2c(=O)n(C)c(=O)n(C)c2n1 | -2 | 5 | 2 | -6 | 23 | · | -4.7 | -5 | 2 | 0.8
14 | CCN(CC)S(=O)(=O)c1ccc(N2CCOCC2)c(NC(=O)CC(C)(C)C)c1 | -10 | -4 | 3 | 5 | 4 | -0.3 | -0.8 | -5 | 0 | 0.6
15 | Cc1ccc(CC2S/C(=N/c3ccccn3)NC2=O)cc1 (stereo not given) | -9 | -5 | 2 | -2 | 14 | -1.2 | -4.1 | -7 | -9 | 2.0
16 | CNC(=S)N(CCCO)Cc1cc2cc3c(cc2[nH]c1=O)OCO3 | -5 | 19 | 30* | -27 | · | -1.6 | -2.6 | -9 | -1 | 0.2
17 | CCn1cc(SCC(=O)N2CCc3ccccc32)c2ccccc21 | -14 | 2 | 3 | 10 | 19 | -3.7 | -1.5 | -5 | 13 | -0.6
18 | CN(C)S(=O)(=O)c1cccc(NC(=O)CSc2cccc3cccnc23)c1 | -5 | -2 | 18 | 3 | 1 | -3.8 | -0.9 | -31 | 9 | -1.6
19 | CCCCn1c2nc3ccccc3nc2c2c(=O)n(C(C)CC)cnc21 (stereo not given) | 3 | 14 | 13 | -9 | 8 | -0.7 | -0.5 | 5 | 5 | -2.5
20 | C/C(=N\Nc1ccccc1[N+](=O)[O-])c1ccc(N2CCOCC2)cc1 | -3 | -4 | -1 | -3 | 18 | · | 0.4 | 2 | 0 | -3.2
21 | COc1ccccc1-c1cc(C(=O)N/N=C/c2cccs2)c2ccccc2n1 | -10 | 20 | -1 | 4 | 0 | -1.1 | -10 | 7 | 7 | 1.1
22 | CCN(CC(=O)Nc1cc(Cl)ccc1C)C(=O)C1CC1 | 5 | -4 | 1 | 0 | · | 0.9 | -1.1 | -3 | 12 | 2.4
23 | O=C(CS(=O)(=O)c1ccccc1)Nc1ncc([N+](=O)[O-])s1 | 1 | 1 | -4 | 4 | 14 | 0.3 | -2.1 | 0 | 6 | 4.2
24 | Cc1ccc(S(=O)(=O)N(CC(=O)Nc2cccc([N+](=O)[O-])c2)C(=O)N2CCN(C)CC2)cc1 | -76 | -2 | 2 | -3 | · | · | -2.2 | · | 2 | ·
25 | O=C(O)C1CCCCC1C(=O)Nc1nc(-c2cccs2)cs1 (stereo not given) | -28 | 4 | 6 | 1 | -12 | 0.0 | -0.9 | -5 | 0 | 1.5
26 | COc1cccc(C(=O)Cn2c(NCCCO)nc3ccccc32)c1 | -11 | 4 | 2 | -14 | 22 | -0.9 | -2.0 | -8 | 4 | 0.2
27 | Cc1ccc(-c2nnc(OCC3CCCO3)c3ccccc23)cc1 (stereo not given) | -6 | 13 | 1 | -3 | 12 | · | 0.7 | -14 | 3 | 3.1
28 | O=S(=O)(Cc1ccccc1)N1CCN(c2ccccc2)CC1 | 4 | 1 | 2 | -1 | 32 | -2.1 | -2.0 | -10 | 3 | -2.2
29 | COc1ccccc1OCCCC(=O)NCc1ccco1 | -3 | 9 | 1 | 7 | -10 | · | 0.5 | 7 | 7 | 2.0
30 | Cc1ccc(C)c(N2CN(Cc3ccco3)CNC2=S)c1 | 15 | 7 | -1 | -5 | 13 | 1.3 | -1.3 | 3 | -9 | -2.3

Reformatted: results already given
[20] C/C(=N\Nc1ccccc1[N+](=O)[O-])c1ccc(N2CCOCC2)cc1
[24] Cc1ccc(S(=O)(=O)N(CC(=O)Nc2cccc([N+](=O)[O-])c2)C(=O)N2CCN(C)CC2)cc1

Assay by compound	20	24
BoNT-F LC inh	-3	-76
GDH-TPI counter	-4	-2
FBA Mtb inh	-1	2
CCHF vOTU inh	-3	-3
DUSP3 inh	18	·
Mtb BioA inh	·	·
FadD28 binding	0.4	-2.2
Rv3671c inh	2	·
MazF activator	0	2
Mtb UGM inh	-3.2	·

The listing picks up, repeating the 2 entries before the break.
entry | Structure | BoNT-F LC inh | GDH-TPI counter | FBA Mtb inh | CCHF vOTU inh | DUSP3 inh | Mtb BioA inh | FadD28 binding | Rv3671c inh | MazF activator | Mtb UGM inh
29 | COc1ccccc1OCCCC(=O)NCc1ccco1 | -3 | 9 | 1 | 7 | -10 | · | 0.5 | 7 | 7 | 2.0
30 | Cc1ccc(C)c(N2CN(Cc3ccco3)CNC2=S)c1 | 15 | 7 | -1 | -5 | 13 | 1.3 | -1.3 | 3 | -9 | -2.3
31 | CCC(C)c1ccc(N2C(=O)NC(=O)/C(=C/c3cccn3CCOc3ccc(C)cc3)C2=O)cc1 (stereo not given) | 1 | 10 | -4 | 2 | 17 | · | -1.4 | -17 | 124* | 6.5
32 | Cc1c(-c2nc(-c3ccc(C(C)(C)C)cc3)no2)n(C)oc1=O | · | -2 | 3 | -8 | 8 | 0.3 | -1.2 | -6 | 2 | 1.4
33 | COc1ccc(SCc2noc(C(=O)NCC3CCCO3)c2C(=O)O)cc1 (stereo not given) | -4 | -2 | -2 | 1 | 29 | -0.4 | 0.1 | 1 | 0 | 1.6
34 | CCOc1ccc(/C=C2\SC(=S)N(NS(=O)(=O)c3ccccc3)C2=O)cc1OC | -4 | 28 | -13 | 41* | 13 | · | 4.7 | -6 | -1 | -3.1
35 | COc1ccc(NC(=O)N2CCCC2C(=O)Nc2ccccc2)cc1 (stereo not given) | 8 | -5 | 0 | -4 | 24 | -0.4 | -3.6 | -2 | 3 | 0.0
36 | Cc1ccc(C(=O)OCC(=O)N(C)c2ccccc2)c(C)c1 | 7 | 11 | 1 | 14 | 38 | 0.1 | -3.1 | -16 | -1 | 3.2
37 | CCOC(=O)C1(CCOc2ccccc2)CCN(Cc2cccc3nonc23)CC1 | 2 | 6 | -3 | 12 | 30 | 1.7 | -1.9 | -7 | -14 | 0.2
38 | CCCS(=O)(=O)c1nc(S(=O)(=O)c2ccc(C)cc2)c(NCCCn2ccnc2)s1 | 4 | 13 | 0 | 9 | -9 | -2.5 | -0.7 | -12 | 12 | 2.2
39 | Cn1c(=O)c(C(=O)c2ccccc2)c(O)c2ccccc21 | -4 | 3 | 4 | 0 | · | -0.8 | -0.5 | -5 | 7 | -0.8
40 | O=CNC1(c2ccccc2)CCCCC1 | 0 | 14 | 4 | 8 | · | · | -1.7 | · | 3 | ·
41 | CCOC(=O)C1=C(COC(=O)CCc2ccc(F)cc2)NC(=O)NC1C (stereo not given) | 2 | 1 | 1 | 4 | · | -0.3 | -2.7 | 2 | 0 | 0.5
42 | COc1ccc(N2C(=O)CC(Sc3nc(C)cc(C)c3C#N)C2=O)cc1 (stereo not given) | 0 | 8 | 0 | -5 | -9 | -1.1 | -0.6 | 3 | 5 | 2.3
43 | CCn1cc(Cl)c(C(=O)Nc2ccc(OC)c(OC)c2)n1 | -4 | 3 | 1 | -2 | 21 | 2.3 | -0.9 | -3 | 13 | 2.3
44 | COc1ccc(Cc2nnc(NC(=O)c3cccs3)s2)cc1 | · | 21 | -1 | -8 | 15 | -1.3 | -0.2 | 1 | -5 | 1.1
45 | CC(C)NC(=O)COC(=O)c1ccc(Cl)c(S(N)(=O)=O)c1 | -1 | 4 | 1 | -9 | 0 | · | -2.5 | -10 | 11 | -1.4
46 | Cc1c(NC(=O)c2ccc(Br)s2)c(=O)n(-c2ccccc2)n1C | -3 | 2 | 2 | 2 | 22 | · | 0.1 | -4 | -4 | -1.3
47 | CC1C(=O)N(Cc2cn(Cc3ccco3)nn2)CCS(=O)(=O)N1Cc1ccc(-c2ccc(Cl)cc2)cc1 (stereo not given) | -2 | -2 | -1 | -1 | · | · | -10 | · | 4 | ·
48 | Cc1cc(NC(=O)COC(=O)C2COc3ccccc3O2)no1 (stereo not given) | 19 | 3 | -1 | -2 | 8 | -0.7 | -1.2 | 3 | 7 | -3.1
49 | CCOc1ccc(-c2cc(CCCC(=O)Nc3cc(OC)ccc3OC)no2)cc1 | -8 | -11 | -1 | -1 | 33 | · | -2.5 | 7 | 1 | -0.3
50 | COc1cccc(NC(=O)CN(C)C(=O)/C=C/c2cc(OC)ccc2OC)c1 | -1 | 13 | 57* | -80 | 17 | 1.2 | -2.5 | -9 | -4 | 1.8
51 | CCNC(=O)N(C)[C@H]1C[C@H]2c3[nH]c4ccccc4c3CCN2C[C@H]1[C@H](C)O | -3 | · | 5 | 3 | · | -2.5 | -0.9 | · | · | ·
52 | CN(C)Cc1c(C(C)(C)O)[nH]c2ccc(C(F)(F)F)cc12 | 3 | 0 | -1 | 10 | · | -1.3 | -4.4 | 4 | 4 | 0.4
53 | CC(C)Oc1cc(F)ccc1-c1cc(C(=O)NCCc2ccncc2)[nH]n1 | -1 | 5 | 1 | 1 | · | 0.5 | -2.3 | · | · | ·
54 | CCOC(=O)N1CCN(S(=O)(=O)N2CCCC(C(=O)NCCCN3CC(C)CC(C)C3)C2)CC1 (stereo not given) | 1 | 13 | 2 | 8 | 13 | -2.3 | 1.1 | -3 | 6 | 1.1
55 | COc1ccc(OC)c(Nc2c3ccccc3nc3ccccc23)c1 | -12 | -2 | 2 | 14 | -2 | 1.0 | -2.6 | -11 | 20 | 2.0

3 records drawn at random from the list so far, as already listed:
entry | Structure | BoNT-F LC inh | GDH-TPI counter | FBA Mtb inh | CCHF vOTU inh | DUSP3 inh | Mtb BioA inh | FadD28 binding | Rv3671c inh | MazF activator | Mtb UGM inh
32 | Cc1c(-c2nc(-c3ccc(C(C)(C)C)cc3)no2)n(C)oc1=O | · | -2 | 3 | -8 | 8 | 0.3 | -1.2 | -6 | 2 | 1.4
34 | CCOc1ccc(/C=C2\SC(=S)N(NS(=O)(=O)c3ccccc3)C2=O)cc1OC | -4 | 28 | -13 | 41* | 13 | · | 4.7 | -6 | -1 | -3.1
38 | CCCS(=O)(=O)c1nc(S(=O)(=O)c2ccc(C)cc2)c(NCCCn2ccnc2)s1 | 4 | 13 | 0 | 9 | -9 | -2.5 | -0.7 | -12 | 12 | 2.2

Screens from PubChem.
